CHRM4 agonist = human M4 muscarinic receptor agonists, primary screen, CHO-K1 cells, Fluo-8 calcium fluorescence. CHO-K1 hM4/Gqi5; vehicle 0%, full acetylcholine response 100%. activation, % at 3 µM. 360,000 compounds, 0.14% hits. AID 624127, 2012;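 active = activation above the run mean over all test wells plus 3 SD, cut at about 32% in these data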;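 note: peak over basal fluorescence ratio per well then scaled between controls; 0% = DMSO wells and 100% = acetylcholine at EC100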
Target sequence (P08173 whole entry, looked up): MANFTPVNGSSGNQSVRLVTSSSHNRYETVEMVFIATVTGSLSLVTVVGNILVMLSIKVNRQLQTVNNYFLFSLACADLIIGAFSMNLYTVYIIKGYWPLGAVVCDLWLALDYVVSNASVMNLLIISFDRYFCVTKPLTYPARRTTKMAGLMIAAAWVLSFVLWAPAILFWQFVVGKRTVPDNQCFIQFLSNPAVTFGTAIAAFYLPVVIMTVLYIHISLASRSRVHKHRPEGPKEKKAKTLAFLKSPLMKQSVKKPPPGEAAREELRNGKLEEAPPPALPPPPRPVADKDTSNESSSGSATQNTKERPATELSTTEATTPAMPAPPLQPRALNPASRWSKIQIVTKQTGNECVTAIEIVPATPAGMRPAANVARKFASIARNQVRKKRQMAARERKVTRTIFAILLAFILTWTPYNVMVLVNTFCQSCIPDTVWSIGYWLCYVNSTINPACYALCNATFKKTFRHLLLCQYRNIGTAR
TAAR1 agonist = human TAAR1 agonists, primary screen, Fluo-8 calcium fluorescence, CHO RD-HGA16 cells; vehicle wells 0%, saturating PEA agonist 100%; 360,000 compounds, 0.99% hits; activation, % at 3 µM;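 active = activation above the mean activation of all test compounds in the run plus 3 SD, cut at about 38% in these data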
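System: CHO RD-HGA16 cells carrying human TAAR1 plus Gα16; Incubation: 17-24 h seeding, 75 min 37 °C dye, 30 min RT; Measured by: Fluo-8 fluorescence, 5 s baseline then 140 s kinetic read; Control set: DMSO and PEA EC100; Replication: single well for each compound.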
CHRM1 agonist = human M1 muscarinic receptor agonists, primary screen, Fluo-8 calcium fluorescence, CHO-K1 cells, HTS; activation, % at 3 µM; Muscarinic acetylcholine receptor M1 (Homo sapiens), P11229; 360,000 compounds, 0.33% hits; CHO-K1 hM1, agonist mode; 0% DMSO, 100% acetylcholine EC100;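 active = activation above the run's mean compound activation plus 3 SD, cut at about 16% in these data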;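 note: peak over basal fluorescence ratio within a 140 s kinetic read after compound addition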
Target sequence (P11229 whole entry, looked up): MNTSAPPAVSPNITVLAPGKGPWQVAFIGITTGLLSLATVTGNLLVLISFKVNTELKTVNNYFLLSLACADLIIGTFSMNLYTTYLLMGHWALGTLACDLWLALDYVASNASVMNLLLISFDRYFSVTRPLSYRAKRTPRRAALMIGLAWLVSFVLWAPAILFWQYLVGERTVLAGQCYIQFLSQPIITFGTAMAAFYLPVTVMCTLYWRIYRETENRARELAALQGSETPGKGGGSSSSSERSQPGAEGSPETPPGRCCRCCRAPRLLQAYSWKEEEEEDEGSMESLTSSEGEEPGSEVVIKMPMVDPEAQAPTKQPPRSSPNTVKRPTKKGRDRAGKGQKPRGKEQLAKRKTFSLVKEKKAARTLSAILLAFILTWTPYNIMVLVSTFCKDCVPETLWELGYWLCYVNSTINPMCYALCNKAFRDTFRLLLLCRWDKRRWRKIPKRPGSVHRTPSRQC
CHRM5 PAM = human M5 muscarinic receptor positive allosteric modulators, primary screen, CHO-K1 cells, Fluo-8 calcium fluorescence; Muscarinic acetylcholine receptor M5 (Homo sapiens), P08912; CHO-K1 hM5, ACh EC20 PAM; 0% = ACh EC20, 100% = ACh EC100; activation, % at 3 µM; 360,000 compounds, 0.3% hits;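 active = activation above the run cutoff, the mean activation of all test compounds plus 3 SD, cut at about 18% in these data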
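Probe or stimulus: acetylcholine, EC20 level; Assay system: human M5 receptor in CHO-K1 cells; Schedule: compound preincubation 140 s before EC20 acetylcholine addition; Technique: intracellular calcium via Fluo-8 fluorescence; Dosing: single-point, 3 µM nominal; Read-out basis: percent activation from peak-over-basal fluorescence ratio, scaled EC20-to-EC100 acetylcholine; Repeats: one well per compound, no replicates.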
CHRM1 PAM = human M1 muscarinic receptor positive allosteric modulators, primary screen, CHO-K1 cells, Fluo-8 calcium fluorescence, 1536-well; CHO-K1 hM1, ACh EC20; 0% = ACh EC20, 100% = maximal ACh; 360,000 compounds, 0.088% hits; Muscarinic acetylcholine receptor M1 (Homo sapiens), P11229; AID 588819, 2011; activation, % at 3 µM; in the data active = activation above about 19%, passing the limit was not always enough
M5 antag = human M5 muscarinic receptor antagonists, primary screen, CHO cells, Fluo-8 calcium fluorescence; Muscarinic acetylcholine receptor M5 (Homo sapiens), P08912; 360,000 compounds, 0.59% hits; inhibition, % at 3 µM; CHO-hM5 cells, ACh EC80;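 active = inhibition above a per-plate cutoff, the mean of that plate's test compounds plus 3 SD, cut at about 27% in these data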;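 note: 0% = acetylcholine EC80 with DMSO and 100% = DMSO without agonist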
CHRM5 agonist = human M5 muscarinic receptor agonists, primary screen, CHO-K1 cells, Fluo-8 calcium fluorescence; Muscarinic acetylcholine receptor M5 (Homo sapiens), P08912; 360,000 compounds, 0.19% hits; CHO-K1 hM5 cells; 0% DMSO wells, 100% maximal acetylcholine response; AID 624037, 2012; activation, % at 3 µM;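 active = activation above the run's mean over test compounds plus 3 SD, cut at about 23% in these data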;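 note: signal is peak over basal fluorescence ratio across the kinetic read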
M4 antag = human M4 muscarinic receptor antagonists, primary screen, CHO cells, Fluo-8 calcium fluorescence | Muscarinic acetylcholine receptor M4 (Homo sapiens), P08173 | CHO-hM4 cells, ACh EC80 | inhibition, % at 3 µM | 360,000 compounds, 0.73% hits | AID 624125, 2012;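 active = inhibition above its plate's cutoff, the mean inhibition of sample wells plus 3 SD, cut at about 27% in these data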;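 note: 0% = acetylcholine EC80 with DMSO and 100% = DMSO without agonist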
M1 antag = human M1 muscarinic receptor antagonists, primary screen, CHO-K1 cells, Fluo-8 calcium fluorescence, 1536-well. CHO-K1 hM1, ACh EC80 antagonist. inhibition, % at 3 µM. 360,000 compounds, 1.3% hits;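 active = percent inhibition above its own plate's cutoff, namely the mean of that plate's compound wells plus 3 SD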;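 note: peak over basal fluorescence ratio during 140 s after agonist addition; 0% = ACh EC80 plus DMSO and 100% = DMSO alone without agonist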
* hit, by the source's call.

SMILES | CHRM4 agonist | TAAR1 agonist | CHRM1 agonist | CHRM5 PAM | CHRM1 PAM | M5 antag | CHRM5 agonist | M4 antag | M1 antag
Cc1nc2ccccc2c(=O)n1NC(=O)c1ccccc1 | 0.6 | 0.4 | -2.0 | 4.0 | 11.0 | 1.1 | 6.7 | -10.5 | -19.8
O=C(NC1CCCCCC1)c1cccnc1Sc1ccc(Cl)cc1 | 0.0 | 9.1 | -0.6 | 0.2 | 7.3 | -2.5 | 3.4 | 2.3 | -1.7
COc1ccc(CNC(=O)C(=O)NCc2ccncc2)cc1 | -0.2 | -0.5 | -4.8 | -1.4 | -3.9 | 1.7 | -3.7 | -1.4 | 6.2
CCC(C)NCCCOc1ccc(C)cc1OC (stereo unspecified) | 1.4 | -0.3 | -5.7 | 1.0 | -0.6 | 11.6 | 1.0 | 0.5 | 4.0
CC1=Nc2cc(C(=O)O)ccc2Sc2c(C)ccc(C)c21 | 0.9 | 0.5 | -4.5 | 4.7 | 6.4 | 6.1 | -2.0 | -2.0 | -2.0
COc1nc(-c2ccccc2)nnc1-c1ccccc1 | 0.4 | -2.5 | -2.7 | -7.0 | -7.8 | 0.4 | -0.6 | -8.8 | 1.6
O=C(Nc1ccccc1Cl)c1cc(C2CCCN(C(=O)c3ccccc3)C2)on1 (stereo unspecified) | 4.4 | 2.6 | -6.7 | -6.5 | -2.9 | 3.5 | -0.3 | -15.8 | -5.2
O=c1[nH]c2ccccc2nc1C(F)(F)F | 0.3 | 5.4 | -0.8 | 3.9 | 14.2 | 5.8 | 0.2 | -1.3 | -9.6
CCOCCCNC(=S)N1CCN(C(=O)C(=O)Nc2ccc(C(=O)OC)cc2)CC1 | 1.8 | 2.9 | -2.8 | -0.5 | 1.9 | 2.7 | -0.9 | -2.4 | 0.3
O=C(Cn1cnc2cc([N+](=O)[O-])ccc2c1=O)NCc1ccc(Cl)cc1 | 2.9 | 14.4 | 2.1 | -6.4 | 8.4 | 3.6 | 6.4 | 1.1 | -10.4
CCCCSc1nc2c(c(=O)n1CC)SC(C)C2 (stereo unspecified) | -2.0 | 10.0 | -10.1 | 6.0 | 6.3 | -7.7 | -5.1 | -22.6 | -15.2
Cc1ccc(N(C(=O)CCC(=O)Nc2nccs2)C(C(=O)NC(C)(C)C)c2ccc(O)cc2)cc1 (stereo unspecified) | -0.4 | 9.2 | -3.1 | 3.9 | 6.0 | 6.2 | 3.4 | 8.6 | -8.5
O=C(O)c1cc([N+](=O)[O-])ccc1C(=O)Nc1ccccc1 | 1.6 | 3.9 | -0.1 | 4.2 | 9.2 | -8.0 | -3.7 | -9.3 | -8.2
CCC(C)NC(=O)CNC(=S)N(Cc1ccccc1F)C1CCCCC1 (stereo unspecified) | -0.5 | 2.3 | -7.0 | 4.1 | 4.4 | 11.6 | -7.8 | -8.6 | -9.6
CC(OC(=O)COc1ccc(C#N)cc1)C(=O)c1ccccc1 (stereo unspecified) | 2.2 | 4.4 | 8.6 | -4.6 | 11.9 | 15.0 | -5.2 | -0.5 | 3.6
O=C(Cc1c[nH]c2ccccc12)Nc1nnc(C2CC2)s1 | 0.5 | 8.1 | -8.9 | -0.1 | 0.8 | 6.1 | 3.5 | 6.0 | -1.1
CCN(CC(=O)Nc1ccc(C)c(S(=O)(=O)N2CCOCC2)c1)Cc1ccccc1 | 3.9 | 0.4 | -3.0 | 2.4 | 13.9 | -2.5 | -1.4 | -12.9 | -14.0
CCOC(=O)NC1c2ccccc2Oc2ccccc21 | -0.9 | -0.6 | -5.7 | 3.3 | 8.0 | 2.3 | -4.3 | -0.4 | -27.6
CCOc1ccccc1N1CCN(C2=C(NS(=O)(=O)c3cccs3)C(=O)c3ccccc3C2=O)CC1 | 0.9 | 3.9 | -6.3 | -6.6 | -23.1 | -2.4 | -2.6 | 10.7 | 59.7*
CCNC(=S)NNC(=O)CCn1c2ccccc2c2ccccc21 | 1.5 | 13.4 | -1.8 | -1.4 | 3.9 | 0.0 | -2.6 | -3.3 | -3.1

Profiles, quoted from the list.
`COc1nc(-c2ccccc2)nnc1-c1ccccc1` is entered as CHRM4 agonist = 0.4; TAAR1 agonist = -2.5; CHRM1 agonist = -2.7; CHRM5 PAM = -7.0; CHRM1 PAM = -7.8; M5 antag = 0.4; CHRM5 agonist = -0.6; M4 antag = -8.8; M1 antag = 1.6
`O=c1[nH]c2ccccc2nc1C(F)(F)F` is entered as CHRM4 agonist = 0.3; TAAR1 agonist = 5.4; CHRM1 agonist = -0.8; CHRM5 PAM = 3.9; CHRM1 PAM = 14.2; M5 antag = 5.8; CHRM5 agonist = 0.2; M4 antag = -1.3; M1 antag = -9.6

(continued)
SMILES | CHRM4 agonist | TAAR1 agonist | CHRM1 agonist | CHRM5 PAM | CHRM1 PAM | M5 antag | CHRM5 agonist | M4 antag | M1 antag
CCc1cccc(CC)c1NC(=O)COn1nnc2ccc(C(F)(F)F)cc21 | 0.6 | 28.8 | -10.6 | -3.1 | -11.3 | 2.2 | -3.1 | -2.2 | 14.8
O=C1C2C3C=CC(O3)C2C(=O)N1CC(O)c1ccccc1 (stereo unspecified) | 0.6 | 27.0 | -3.6 | 6.7 | 7.1 | -0.6 | 1.4 | -5.5 | -8.8
Nc1n[nH]c(-c2ccccc2)n1 | -0.1 | 3.3 | -1.2 | 6.8 | 5.0 | -3.5 | -9.2 | -1.4 | -1.9
CC(=O)c1ccc(N2CCN(C(=O)c3cc(-c4ccc5c(c4)OCO5)nc4ccccc34)CC2)cc1 | 11.6 | 24.1 | -3.1 | -14.3 | -12.9 | 6.5 | 2.0 | 1.5 | 23.9
O=S(=O)(Nc1ccc(O)c(Sc2nc3ccccc3s2)c1)c1ccc(F)cc1 | 12.5 | 19.3 | 0.1 | -8.8 | 5.2 | -4.1 | 7.1 | 2.0 | -4.6
COCCN1C(=O)c2ccccc2C1c1nc2ccccc2[nH]1 (stereo unspecified) | 0.8 | 3.5 | -5.3 | -2.3 | -0.3 | 3.5 | -8.7 | -8.6 | -15.4
COc1ccc(/C=C2\SC(=O)N(CCC(=O)Nc3ccccc3)C2=O)cc1OC | 0.2 | -0.3 | -7.7 | -3.4 | 10.2 | -0.1 | -1.1 | 4.9 | -8.0
Cc1ccc(C2=NCCn3nc4cc(C(F)(F)F)ccc4c32)cc1 | -0.3 | -2.2 | -3.5 | 3.0 | 7.3 | 5.9 | 1.6 | 7.0 | -5.9
Cc1cc(Br)ccc1NC(=O)c1cnc(N2CCN(c3ccccn3)CC2)c2ccccc12 | 18.6 | 14.2 | -7.0 | -15.8 | -22.2 | 27.7* | -1.5 | 11.8 | 29.2
CC(=O)Nc1cccc(C(=O)OC(C(=O)c2ccc(C)c(C)c2)c2ccccc2)c1 (stereo unspecified) | 0.3 | 2.9 | -3.1 | -0.9 | 3.9 | 0.4 | 0.9 | 7.2 | -2.1
COCCNC(=O)/C(C#N)=C/c1ccc(-c2ccc(S(=O)(=O)N3CCOCC3)cc2)o1 | 6.8 | 3.5 | -6.2 | -6.0 | -2.9 | -0.1 | 3.0 | -3.1 | 4.9
CNc1nc(Cl)c(SC)c(NCc2cccc(OC)c2)n1 | -0.8 | 13.2 | -4.4 | -10.7 | -3.1 | 10.3 | -7.6 | 8.0 | 0.3
Cc1cccc2cc(CN(Cc3cccs3)Cc3nnnn3Cc3ccccc3)c(=O)[nH]c12 | 6.7 | 8.0 | -2.8 | -6.4 | -3.2 | 1.7 | 1.1 | 0.2 | 5.8
c1cnc2ccc(C(c3nnnn3C3CCCCC3)N3CCN4CCCC4C3)cc2c1 (stereo unspecified) | 1.4 | 2.4 | -6.9 | -2.6 | -0.7 | -7.0 | -9.8 | -0.6 | -15.5
Nc1cnc(Br)cc1Br | 2.3 | 4.1 | -4.8 | -0.8 | 1.1 | 4.3 | -0.5 | 24.0 | -3.1
COC(=O)c1c(C(=O)OC)c2c(-c3ccccc3)cc3cccc1n32 | 6.9 | -0.2 | -2.8 | -4.5 | -0.9 | 31.7* | 8.8 | 1.4 | -5.7
CC1(C(=O)NS(=O)(=O)C2CC2)CCCN(C(=O)c2ccc3ccccc3c2)C1 (stereo unspecified) | 0.1 | 0.7 | -1.6 | 3.9 | 11.1 | -6.0 | 0.0 | 3.1 | -12.8
Cc1cccc(N(C(=O)CNC(=O)c2ccco2)C(C(=O)NC2CCCCC2)c2cccnc2)c1 (stereo unspecified) | 1.1 | 0.2 | -3.5 | 4.2 | 14.4 | -1.8 | -0.6 | 4.6 | -7.9
COC(=O)c1nc(N)sc1C(C)C | -0.5 | 0.1 | -6.9 | 7.4 | 1.8 | 3.0 | -0.7 | -2.7 | -8.9
COc1ccc(S(=O)(=O)N2CCCCC2)cc1NC(=O)Cc1cccc(C(F)(F)F)c1 | 0.7 | -1.3 | -0.5 | 7.5 | 15.2 | 1.0 | 3.1 | -10.1 | -14.1
COc1ccc2sc(-c3ccc(N(C)C)cc3)c(-c3ccc4cc[nH]c4c3)c2c1 | 1.4 | 1.5 | -3.0 | 2.6 | 1.9 | 4.3 | 0.8 | -12.9 | -2.0
COc1ccccc1Cn1c(C)c(C(=O)NCc2ccc3c(c2)OCCO3)sc1=O | 9.5 | 3.9 | 0.0 | -10.5 | 4.0 | 3.8 | 3.9 | -1.6 | -11.8
CC(=O)c1cccc(S(=O)(=O)NCC2CCCCC2)c1 | 4.3 | 0.0 | -2.9 | -8.7 | 7.5 | 3.5 | -0.6 | -3.8 | -6.5
NC1=C(c2ccc([N+](=O)[O-])cc2)C(=O)CO1 | -0.6 | 0.7 | -2.6 | 2.5 | -10.3 | 0.4 | -0.9 | 2.5 | 16.8
O=C(C[C@H]1C[C@H](C(=O)N2CCOCC2)[C@@]2(CCC3CCCC3)c3[nH]c4cc(-c5ccco5)ccc4c3CCN2C1=O)NCCN1CCOCC1 | 3.2 | 10.2 | 8.2 | 5.1 | 15.4 | -8.0 | 1.4 | -8.8 | -4.5
CN1c2ccccc2C(O)=C(C(=S)Nc2ccccc2)S1(=O)=O | 1.1 | 1.1 | 0.6 | 16.1 | 10.5 | -1.4 | -2.8 | -1.0 | -8.2
CC(=O)Nc1ccccc1C(=O)C(=O)Nc1cccc(C(=O)NCC2CCCO2)c1 (stereo unspecified) | 1.4 | -0.2 | -4.3 | 1.1 | 0.9 | 10.4 | 1.7 | -10.5 | 5.7

Screening results: PubChem BioAssay, The Scripps Research Institute Molecular Screening Center

Only part of the results is shown, so the mix of outcomes need not match the whole.
